# Efflux pump inh – blocks antifungal efflux pumps in multiplex yeast assay. S. cerevisiae Candida pump triplex, Nile Red efflux. inhibition, % at 10 µM. 330,000 tested, 0.44% active;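 active means plate passing quality check with inhibition over a set limit, or well fluorescence over plate mean plus 4 SD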;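 further: Nile Red retained in pooled yeast measured as flow cytometry median fluorescence; 0% = buffer negative control and 100% = Enniatin B positive control; higher means more Nile Red kept so more efflux inhibition; some compounds called inactive have numbers as strong as hits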
# Fh CTSL1 inh – blocks F. hepatica cathepsin L1 in PFM18AAP counter-screen. recombinant F. hepatica cathepsin L1, Z-Leu-Arg-MCA fluorescence. inhibition, % at 5.96 µM. 300,000 tested, 0.49% active. AID 1906;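 active means inhibition above the mean of all tested compounds plus 3 SD, set per screening campaign, cut at about 17% in these data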;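 further: 0% = plate median of test compound wells and 100% = 1 µM Z-Phe-Ala-diazomethylketone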
# PP5 primary – PP5 (human) phosphatase inhibition. P53041. purified PP5c, OMFP substrate fluorescence. inhibition, % at 6.7 µM. 320,000 tested, 0.18% active. AID 1987;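 active means inhibition above the campaign's mean inhibition across all tested compounds plus 3 SD, cut at about 9.5% in these data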;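 further: 0% = DMSO only and 100% = 100 µM cantharidin control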
# GASC-1 inh – inhibitors of human GASC-1 (JMJD2C) demethylase | GST-JMJD2C(1-420) H3K9me3 demethylation, DELFIA europium | inhibition, % at 2.35 µM | AID 2099 | 330,000 tested, 0.069% active;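 active means more than half of a compound's replicate wells show inhibition beyond 50%, single wells judged on their own value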;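 further: signal counts dimethyl H3K9 product captured on neutravidin plate; 0% = median of DMSO wells and 100% = 0.3 times that DMSO median; strong numbers were not always called active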
# TPT1 inh – inhibitors of Candida albicans tRNA 2'-phosphotransferase TPT1; inhibition, % at 5 µM; 300,000 tested, 0.81% active; recombinant caTPT1, FP RNA substrate dephosphorylation; AID 1962;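 active means inhibition above the mean of all tested compounds plus 3 SD, set per screening campaign, cut at about 24% in these data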;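 further: plate controls were DMSO alone for no effect and ferristatin control at 100 nM for full effect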
# PREPL inhibitor – inhibitors of human prolyl oligopeptidase-like enzyme PREPL; Q4J6C6; recombinant PREPL, fluorescence polarization activity-based probe; inhibition, % at 5.96 µM; 320,000 tested, 0.68% active; in the data active means inhibition above about 43%;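 further: 0% = enzyme with DMSO and 100% = wells lacking enzyme; many of its hits are not listed in these tables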
# Target sequence (Q4J6C6 whole entry, looked up): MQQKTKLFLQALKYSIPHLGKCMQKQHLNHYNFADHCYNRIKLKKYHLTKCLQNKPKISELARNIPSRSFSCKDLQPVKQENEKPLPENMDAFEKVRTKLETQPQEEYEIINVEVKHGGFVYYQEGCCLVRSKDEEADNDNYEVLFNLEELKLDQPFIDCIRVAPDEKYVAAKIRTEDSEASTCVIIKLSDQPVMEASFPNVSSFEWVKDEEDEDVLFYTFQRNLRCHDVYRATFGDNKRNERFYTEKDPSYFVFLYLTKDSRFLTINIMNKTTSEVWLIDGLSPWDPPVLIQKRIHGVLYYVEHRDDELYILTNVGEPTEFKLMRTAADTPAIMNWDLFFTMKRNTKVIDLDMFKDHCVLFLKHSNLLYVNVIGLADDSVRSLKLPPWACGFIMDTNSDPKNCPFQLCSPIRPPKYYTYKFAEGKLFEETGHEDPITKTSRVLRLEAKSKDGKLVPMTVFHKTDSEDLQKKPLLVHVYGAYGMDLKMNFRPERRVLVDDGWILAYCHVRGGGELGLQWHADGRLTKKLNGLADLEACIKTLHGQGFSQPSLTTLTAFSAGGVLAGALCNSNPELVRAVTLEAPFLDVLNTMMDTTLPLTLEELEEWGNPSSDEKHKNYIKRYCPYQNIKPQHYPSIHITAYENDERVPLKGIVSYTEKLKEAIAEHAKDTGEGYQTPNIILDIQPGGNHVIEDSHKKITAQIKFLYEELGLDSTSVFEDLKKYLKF
# LYPLA2 counter – blocks human lysophospholipase 2, a PME1 counter-screen. 320,000 tested, 0.38% active. recombinant LYPLA2, FP-Rh probe fluorescence polarization. inhibition, % at 5.9 µM. AID 2177;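 active means inhibition above the screen-wide mean plus 3 SD, limit set per campaign, cut at about 26% in these data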;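 further: 0% = LYPLA2 with DMSO and 100% = wells lacking LYPLA2 enzyme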
# Target sequence (O95372 whole entry, looked up): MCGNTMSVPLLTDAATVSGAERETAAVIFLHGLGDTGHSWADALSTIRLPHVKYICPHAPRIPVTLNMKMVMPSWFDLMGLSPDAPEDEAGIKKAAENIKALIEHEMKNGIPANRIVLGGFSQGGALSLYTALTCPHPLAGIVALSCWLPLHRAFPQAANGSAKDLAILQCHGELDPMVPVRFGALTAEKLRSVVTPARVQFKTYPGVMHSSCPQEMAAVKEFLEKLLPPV
# PP1 counter – counter-screen for PP5 inhibitors: inhibitors of human PP1-alpha. purified PP1alpha, OMFP fluorescence. P62136. AID 2235. inhibition, % at 6.7 µM. 320,000 tested, 0.9% active;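 active means inhibition above the mean inhibition of all tested compounds plus 3 SD, computed separately for each screening campaign, cut at about 15% in these data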
# core dimer inh – HCV core protein dimerization inhibition; TR-FRET GST/Flag-core106 dimerization, 1536-well; 300,000 tested, 0.33% active; AID 1899; inhibition, % at 5 µM;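 active means inhibition above the mean of all tested compounds plus 3 SD, set per screening campaign, cut at about 45% in these data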
#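 Material: GST/Flag-tagged HCV core106 proteins. Incubation: 4 h, 22.5 °C incubation. Read-out basis: inhibition (%) from 671 over 617 nm ratio. Measured by: TR-FRET, excitation 340 nm, emission 617 and 671 nm.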
# Active calls of the source: *; / = no result given. The list is partial; the hit share may differ from the screen's.
SMILES,Efflux pump inh,Fh CTSL1 inh,PP5 primary,GASC-1 inh,TPT1 inh,PREPL inhibitor,LYPLA2 counter,PP1 counter,core dimer inh
COC(=O)c1c(NC(=O)c2ccn(C)n2)sc2c1CCC2,-0.5,2,1.6,-11,-2,3,1,-2,-1
CCOCCc1nnc(NC(=O)C2CC(=O)N(c3ccc(OCC)cc3)C2)s1 (configuration not stated),0.0,-5,1.2,-1,0,15,3,1,-3
O=C(c1cccn2c(=O)c3cc(Cl)ccc3nc12)N1CCN(Cc2ccc3c(c2)OCO3)CC1,0.7,2,3.5,-2,3,-23,7,1,0
Cc1cc(=O)[nH]c(-c2cccnc2)n1,0.1,-1,-1.7,20,2,-6,7,-1,-1
Nc1c(C(=O)OCC2CCCO2)c2nc3ccccc3nc2n1-c1ccc2c(c1)OCCO2 (configuration not stated),0.2,0,4.9,0,18,7,5,0,3
O=c1oc2ccccc2cc1-c1nc(-c2ccccc2)no1,-0.2,6,0.4,-5,-3,10,8,-3,2
COC/C=C/C1=CC2=CC(=O)C(C)(OC(=O)c3cnc4ccccc4n3)C(=O)C2=CN1Cc1ccc(OC)cc1 (configuration not stated),0.6*,-7,3.3,-2,-3,14,2,18*,37
COc1ccccc1CNC(=O)C1CCC(CNS(=O)(=O)c2cccs2)CC1 (configuration not stated),0.0,2,-0.9,-15,1,1,11,1,3
NC(=O)[C@@H]1CCCNc2c(F)cc([N+](=O)[O-])cc2C(=O)N[C@@H](CO)C(=O)N[C@@H](Cc2ccc(O)cc2)C(=O)N1,-0.2,7,2.2,-5,-2,20,-4,-2,3
O=C1N(c2ccccc2)c2ccccc2C1(O)C(F)(F)F (configuration not stated),0.0,-1,-0.7,-9,-2,-13,-2,4,2
O=C(CN1CCN(Cc2ccc(F)cc2Cl)CC1)NCc1ccccc1,-0.1,5,3.5,4,-2,26,3,-3,-19
O=C(CSc1nc2cccnc2n1Cc1ccccc1)NC1CCCCC1,0.1,-2,4.9,-3,3,-7,5,-2,-5
CN1C(=S)N2CCCN2C1c1ccccc1 (configuration not stated),-0.1,-2,0.1,-13,-1,8,4,0,-8
Cc1ccc(/C=C2/NC(=O)N(Cc3ccc(Br)cc3)C2=O)o1,-0.2,1,0.9,1,3,20,3,1,-1
CCOC(=O)C(CC)n1nc(C)n2c(cc3occc32)c1=O (configuration not stated),0.2,-3,-2.1,3,0,1,-6,3,1
CCN(CC(=O)Nc1sc2c(c1C#N)CCCC2)CC(=O)NC1CCS(=O)(=O)C1 (configuration not stated),0.1,0,0.1,-6,1,28,-3,-6,1
COc1cc(OC)cc(C(=O)OC(C)C(=O)NC2CCCc3ccccc32)c1 (configuration not stated),0.2,/,2.1,/,/,1,-5,5,/
CCCCCn1c(CN2CCN(c3cccc(Cl)c3)CC2)nc2c1c(=O)[nH]c(=O)n2C,-0.1,1,6.5,-3,0,28,-1,10,18
O=C(c1ccc(S(=O)(=O)N2CCCCC2)cc1)N1CCc2ccccc2C1,0.3,3,2.0,6,5,6,6,4,5
O=C(Nc1ccc(Br)cc1)C1CCC(=O)N1Cc1ccccc1Cl (configuration not stated),0.3,0,4.5,-4,-3,-14,-6,0,-8
O=c1cc(O)n(-c2ccccc2)c(=S)[nH]1,0.1,-4,2.3,-7,14,-2,0,-4,-15
COc1ccc(-c2cc(NC(=O)c3cncn3-c3ccccc3)ccc2OC)cc1,0.1,3,5.0,-2,1,4,4,5,2
C=C1CCN([C@@H](C)C(=O)NCc2cc(OC)c(OC)c(OC)c2)S(=O)(=O)c2ccccc21,-0.3,2,0.8,-6,-6,20,1,-1,-17
Cc1cc(C)n(-c2nnc(NCc3ccc(Cl)cc3)nn2)n1,0.2,-6,2.6,19,-1,13,0,0,-12

# Some of these compounds in order of their number in Efflux pump inh, largest number first.
canonical_smiles	Efflux pump inh
O=C(Nc1ccc(Br)cc1)C1CCC(=O)N1Cc1ccccc1Cl (configuration not stated)	0.3
CCOC(=O)C(CC)n1nc(C)n2c(cc3occc32)c1=O (configuration not stated)	0.2
COc1ccc(-c2cc(NC(=O)c3cncn3-c3ccccc3)ccc2OC)cc1	0.1

# More records follow.
SMILES,Efflux pump inh,Fh CTSL1 inh,PP5 primary,GASC-1 inh,TPT1 inh,PREPL inhibitor,LYPLA2 counter,PP1 counter,core dimer inh
COc1cccc(C(=O)Nc2cccc(-c3nc4ncccc4o3)c2C)c1,0.0,-1,-0.8,9,0,-4,-2,-2,-1
Cc1ccc(C)c(S(=O)(=O)N/N=C/c2cccnc2)c1,-0.1,0,3.1,-4,-2,-8,-2,0,-2
N#C/C(=C\c1ccco1)Sc1nc2ccccc2s1,0.1,-4,2.6,4,1,2,11,3,-4
CCCOc1ccccc1N/C(=N/c1nc(C)cc(C)n1)NC(=O)COc1ccc(OC)cc1,0.2,-4,3.4,5,1,5,-5,0,8
NC(=O)CC(NC(=O)c1ccccc1)c1ccc(N2CCCCCCC2)c([N+](=O)[O-])c1 (configuration not stated),-0.1,0,2.7,6,0,-2,-7,-5,-13
CCOC(=O)N1CCC(n2c(SCC(=O)NCc3ccccc3)nc3ccccc3c2=O)CC1,0.1,-1,-1.1,5,-2,-10,-3,-1,6
COCCOC(=O)CC1=NC(=O)CS1,0.1,4,3.4,11,4,13,-1,-2,2
COc1ccc(/C=C2\SC(=S)N(NC(=O)c3ccncc3)C2=O)cc1OC,-0.2,-2,0.5,26,6,-4,4,-3,-11
O=C(NNC(=O)c1cc(-c2ccccc2)n(-c2ccccc2)n1)c1cccc([N+](=O)[O-])c1,0.0,1,-0.4,6,0,-1,5,7,-4
COCC(=O)NC1CCN(S(=O)(=O)c2ccc(C(=O)O)cc2)CC1,0.0,1,-3.6,-2,-1,4,1,0,1
O=C(c1ccccc1)c1nccc2ccccc12,0.0,-6,-0.6,-2,2,-5,-1,-4,11
COC(=O)c1c(NC(=O)C(C)C)sc(C(=O)N2CCOCC2)c1C,-0.2,4,-0.2,6,-2,12,6,-5,-2
CC1(C)C(=O)C2(CCCCC2)C(=O)OC1C(=O)c1ccccc1 (configuration not stated),0.1,0,2.0,0,0,8,1,4,0
COc1ccc(/C=C(\NC(=O)c2ccco2)C(=O)N2CCOCC2)cc1,-0.1,-2,0.9,1,1,-2,3,-3,8
CCOC(=O)c1[nH]c2ccc(OC)cc2c1N=CN(C)C,-0.1,3,0.3,1,-2,1,2,-4,-1
CCCC(C)C(=O)Nc1cc([N+](=O)[O-])ccc1F (configuration not stated),0.0,-1,1.2,-21,-4,12,5,-1,-6
COCCn1c(N)c(Sc2ccc(C)cc2)c(=O)[nH]c1=O,0.0,0,-1.6,-9,-3,7,16,1,-2
O=C(CSc1ccc2ccccc2c1)NC1CCCc2ccccc21 (configuration not stated),-0.2,1,0.2,3,-3,-8,0,5,1
CN1CCN(c2nc(C(N)=O)cc(-c3ccccc3)n2)CC1,0.0,1,1.3,12,-1,6,1,-1,2
C=CCOc1ccc(C=Nc2ccc(Cl)cc2)c(O)c1,0.0,-3,3.6,0,2,-1,-3,-1,2
CC(=O)Nc1ccc(N2CCCCC2)c(C(=O)Nc2cccc(C)c2)c1,0.0,1,4.2,2,-3,5,-4,2,10
O=C(CC1C(=O)NCCN1C/C=C/c1ccccc1)NCCCC1CCCC1 (configuration not stated),0.5,3,0.8,7,2,-3,-9,-8,3
CC1(C)CC(=O)C=C(N2CCOCC2)C1,-0.1,2,0.7,-12,-2,9,4,-3,-5
CCN1C(=O)CC(Sc2ccccc2N)C1=O (configuration not stated),-0.2,-2,2.1,-1,-3,12,0,0,-2
Cc1cccc(N2CN(Cc3cccnc3)CNC2=S)c1,0.0,-18,-1.0,-3,-2,-4,-3,1,-2
COc1ccc(CNC(=O)c2cc(-c3ccc(OC)c(OC)c3)on2)cc1,0.0,0,1.4,19,-1,3,-2,-2,-3
CC(C)c1ccc(C(=O)CSc2n[nH]c(-c3ccncc3)n2)cc1,0.0,-1,-1.3,2,-3,-6,5,0,-3
COC(=O)c1nnn(CC(=O)Nc2cc(Cl)ccc2C)c1C(=O)OC,0.0,1,1.5,3,1,-1,-2,-3,-2
Nc1nc(C(=O)N2CCOCC2)nn1S(=O)(=O)c1ccccc1,0.1,2,1.7,11,-5,-8,5,0,-11
Cc1nn(C)c(C(=O)N2CCOCC2)c1Cl,-2.9,-1,-1.2,-3,-3,-4,-2,0,-6
COc1ccc2oc(=N)c(C(=O)Nc3ccccc3)cc2c1,0.3,-1,-4.4,/,5,-1,-2,-11,13
CSCC[C@H](NC(=O)CCCn1nnc2ccccc2c1=O)C(=O)O,-0.1,5,0.9,8,-3,3,4,4,-1
COc1ccc(NC(=S)NCCc2c[nH]c3ccccc23)c(OC)c1,-0.1,1,3.8,9,-1,5,6,2,-5
Cn1c(-c2ccc(Cl)cc2)cnc1N,0.4,-2,5.5,-3,4,19,4,1,-3
CCOC(=O)C(=CNc1cc(C)nn1-c1ccc(Cl)cc1)C(=O)OCC,0.1,2,5.5,22,-1,14,4,3,8
Cc1ccc(NC(=O)COC(=O)C2CC3C=CC2C3)cc1S(=O)(=O)N1CCCCC1 (configuration not stated),0.8,-16,4.2,0,-2,1,6,4,6
CN(C)N(C(=O)c1cc(-c2cccs2)nn1-c1ccccc1)C1CCS(=O)(=O)C1 (configuration not stated),-0.2,/,1.3,/,/,-7,9,-6,/
O=C(OCCN1C(=O)c2cccc3c(N4CCOCC4)ccc(c23)C1=O)c1ccc(Cl)cc1,0.0,8,-1.2,6,14,14,6,-3,8
Cc1ccc(/C=N\NC(=O)c2ccc3c(c2)OCO3)o1,0.0,-1,2.4,-11,2,7,9,-3,-10
COc1ccccc1C(=O)Nc1cccc(NC(=O)c2ccccc2OC)n1,0.1,-9,-0.7,11,1,-12,-11,3,-21
O=C(N/N=C/C1CC=CCC1)c1ccc(Cl)cc1O (configuration not stated),-0.1,-3,2.8,3,-2,4,-1,0,2
COc1ccc(NC(=O)CN(C)CC(=O)Nc2sc3c(c2C#N)CCC3)cc1,0.7,/,2.5,/,/,14,4,-3,/
O=C(COC(=O)C1CCC(=O)N1)Nc1ccc(Br)cc1 (configuration not stated),0.0,-2,1.4,-9,-4,-1,3,-6,-2
N#CCC(=O)N/N=C/c1ccc(OS(=O)(=O)c2ccccc2)cc1,0.0,1,2.8,0,4,-9,-19,-5,-1
COc1cccc(CNC(=O)CSc2nnc3c(n2)[nH]c2ccc(C)cc23)c1,-0.5,-3,0.6,-2,-4,6,1,1,-11
COc1ccc(C(=O)Cc2nnc(C)s2)cc1,0.3,1,0.6,11,-1,7,1,1,-5
COc1cc(C(=O)NCCC(=O)NCCc2ccc(Cl)cc2)cc(OC)c1OC,0.0,0,1.3,1,-1,4,-4,-2,5

# Record cards (already shown). Screens in order: Efflux pump inh, Fh CTSL1 inh, PP5 primary, GASC-1 inh, TPT1 inh, PREPL inhibitor, LYPLA2 counter, PP1 counter, core dimer inh
# Listed for `Cc1ccc(/C=N\NC(=O)c2ccc3c(c2)OCO3)o1` = 0.0, -1, 2.4, -11, 2, 7, 9, -3, -10
# Listed for `N#CCC(=O)N/N=C/c1ccc(OS(=O)(=O)c2ccccc2)cc1` = 0.0, 1, 2.8, 0, 4, -9, -19, -5, -1
# Listed for `O=C(N/N=C/C1CC=CCC1)c1ccc(Cl)cc1O` (configuration not stated) = -0.1, -3, 2.8, 3, -2, 4, -1, 0, 2
